# HGIII-sPLA2 inh = Inhibits HGIII-sPLA2 liposome hydrolysis, primary screen; Q9NZ20; QFRET BODIPY PC-A2 liposome hydrolysis, fluorescence; inhibition, % at 12.2 µM; 370,000 tested, 0.56% active; AID 743126;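 active means inhibition above mean plus 3 SD of compounds lying within the high and low control bounds, cut at about 19% in these data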;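 further: 0% = median of test compound wells and 100% = no enzyme DMSO wells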
# KLK7 zymogen act = proKLK7 (human) activation, primary screen. purified proKLK7, EDANS-DABCYL substrate fluorescence; 100% is mature enzyme control, 0% vehicle. 370,000 tested, 0.9% active. AID 652039. activation, % at 7 µM;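 active means activation above the mean of all tested compounds plus 3 SD, computed per campaign excluding outliers beyond control limits, cut at about 13% in these data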
# GAA850 FXN act = frataxin GAA850 promoter activation; activation, % at 6 µM; HEK293 lucGAA850 FXN promoter luciferase reporter, 24 h; percent of 10 µM SAHA response; 360,000 tested, 0.56% active;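 active means activation above the average of all compounds screened plus 3 SD, cutoff fixed separately per campaign, cut at about 7.5% in these data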;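 further: 0% = DMSO wells and 100% = 10 µM SAHA wells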
# DDE Tn6 FP inh = inhibitors of Tn6 peptide binding to human fibrin DD(E) | Fibrin DD(E) TRITC-Tn6 fluorescence polarization displacement | inhibition, % at 8.3 µM | 370,000 tested, 0.21% active | AID 720509;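 active means inhibition above a per-campaign cutoff: mean of compounds within control limits plus 3 SD, cut at about 15% in these data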;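 further: 0% = median of all compound wells on the plate and 100% = blocking peptide control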
# NPR1 activator = GC-A (human) enzyme activation. P16066. HEK293 GC-A cells, cGMP TR-FRET, EC30 ANP; 0% at EC30 ANP, 100% saturating ANP. 370,000 tested, 0.14% active. activation, % at 10 µM; in the data active means activation above about 40%
# ARFGAP1 inhibitor = inhibits rat ARF GTPase activating protein 1; Q62848; Arfgap1-stimulated ARF1 GTP hydrolysis, GDP FP detection; inhibition, % at 16.5 µM; 360,000 tested, 0.26% active; AID 651572;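 active means inhibition above a per-plate limit, mean inhibition of low control wells plus 3 SD, cut at about 25% in these data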;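 further: 0% = DMSO wells with enzyme and 100% = wells lacking Arfgap1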
#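 Material: rat Arfgap1 GAP domain (His6, aa 1-136), purified enzyme. Also added: human ARF1(Δ1-17)-GTP substrate. Compound dosing: 16.5 µM single point, 1.26% DMSO. Timing: enzyme reaction 120 min at 25 °C after 20 min preincubation. Signal: GDP detection by fluorescence polarization. Read-out basis: percent inhibition of GAP-stimulated GDP formation, scaled between DMSO and no-Arfgap1 medians.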
# ADAM10 inh = inhibits human ADAM10; AID 720582; inhibition, % at 7 µM; O14672; recombinant ADAM10, EDANS/DABCYL FRET peptide cleavage, 3 h; 370,000 tested, 0.62% active;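 active means inhibition above a per-campaign cutoff equal to the mean of compounds falling between control-based bounds plus 3 SD, cut at about 20% in these data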;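 further: 0% = DMSO wells while the 100% control is not disclosed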
# ASAP1 GAP inh = blocks human ASAP1-stimulated Arf1 GTP hydrolysis. Q9ULH1. GDP FP detection. inhibition, % at 16.5 µM. 360,000 tested, 0.19% active. AID 624377; in the data active means inhibition above about 25%;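 further: 0% = vehicle with enzyme and substrate and 100% = no enzyme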
# NPR2 activator = GC-B (human) receptor activation; activation, % at 10 µM; HEK293-GC-B cells, CNP EC30, cGMP TR-FRET; 0% at EC30 CNP, 100% saturating CNP; 370,000 tested, 0.11% active;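 active means activation at 10 µM reaching about 35% in either raw or pattern-adjusted values, limit read from the data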
# Target sequence (P20594 whole entry, looked up): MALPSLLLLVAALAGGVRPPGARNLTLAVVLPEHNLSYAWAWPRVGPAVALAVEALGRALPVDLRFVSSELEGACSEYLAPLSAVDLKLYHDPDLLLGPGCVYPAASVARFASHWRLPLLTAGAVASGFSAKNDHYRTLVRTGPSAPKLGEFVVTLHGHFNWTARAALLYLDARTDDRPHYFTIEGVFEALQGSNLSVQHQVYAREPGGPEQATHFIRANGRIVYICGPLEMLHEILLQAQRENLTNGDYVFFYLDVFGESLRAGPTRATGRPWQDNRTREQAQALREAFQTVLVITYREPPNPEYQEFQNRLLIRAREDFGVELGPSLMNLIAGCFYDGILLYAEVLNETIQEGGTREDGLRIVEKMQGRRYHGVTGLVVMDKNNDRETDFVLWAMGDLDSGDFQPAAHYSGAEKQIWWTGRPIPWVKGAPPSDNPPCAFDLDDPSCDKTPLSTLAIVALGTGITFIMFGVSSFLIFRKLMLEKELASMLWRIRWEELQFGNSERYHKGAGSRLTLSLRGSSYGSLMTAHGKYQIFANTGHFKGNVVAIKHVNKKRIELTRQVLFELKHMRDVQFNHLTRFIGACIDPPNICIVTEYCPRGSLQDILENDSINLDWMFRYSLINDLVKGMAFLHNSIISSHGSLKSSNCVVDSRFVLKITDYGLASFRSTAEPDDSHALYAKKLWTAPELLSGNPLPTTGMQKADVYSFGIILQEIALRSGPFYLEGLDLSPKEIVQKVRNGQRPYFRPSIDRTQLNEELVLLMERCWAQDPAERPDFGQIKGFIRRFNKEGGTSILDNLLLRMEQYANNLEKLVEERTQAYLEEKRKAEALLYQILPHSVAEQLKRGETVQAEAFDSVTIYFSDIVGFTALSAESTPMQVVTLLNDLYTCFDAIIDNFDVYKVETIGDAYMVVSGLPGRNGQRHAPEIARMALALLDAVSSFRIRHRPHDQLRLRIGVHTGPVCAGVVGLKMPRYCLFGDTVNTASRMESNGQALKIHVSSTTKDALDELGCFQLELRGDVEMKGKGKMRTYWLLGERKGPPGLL
# rCAG binder = r(CAG) repeat RNA binding; TO-PRO-1 dye displacement fluorescence; inhibition, % at 3 µM; 370,000 tested, 1.3% active; AID 651821;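 active means inhibition above the plate cutoff, the mean of all test compounds on that plate plus 3 SD, cut at about 35% in these data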;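 further: 0% = DMSO alone and 100% = 100 µM mitoxantrone as full dye displacement; higher means more dye released from RNA so lower well fluorescence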
# * marks the source's active call; other numbers are inactive results; i = inactive; x = not tested or not shown. Not a hit list. Share with any hit: about 4.5%.
SMILES,HGIII-sPLA2 inh,KLK7 zymogen act,GAA850 FXN act,DDE Tn6 FP inh,NPR1 activator,ARFGAP1 inhibitor,ADAM10 inh,ASAP1 GAP inh,NPR2 activator,rCAG binder
Cc1onc(-c2ccccc2Cl)c1C(=O)OCC(=O)Nc1cccc(S(=O)(=O)N(C)C)c1,-56.7,-0.1,1.1,-5.3,-0.6,-7.2,12.8,-10.7,0.7,6.7
O=C(NCc1ccncc1)C1CCN(S(=O)(=O)c2ccc(F)cc2)CC1,14.5,-0.7,-0.9,0.8,0.9,2.8,-19.9,-3.1,-1.4,-0.3
Cc1ccccc1N(CC(=O)NC1CCCCC1)C(=O)c1csnn1,0.8,0.0,-1.0,1.4,7.6,-1.0,-3.5,10.3,1.0,-1.8
CCN1C(=O)C(=O)N(CC(=O)Nc2cccc(C(F)(F)F)c2)C1=O,-2.7,-0.8,1.4,-2.5,-1.1,-2.4,-3.9,12.0,1.5,0.1
O=C(NCc1ccco1)c1cnn2c(C(F)(F)F)cc(-c3cccs3)nc12,5.2,-5.7,4.0,-4.7,6.0,-2.7,i,-7.4,7.0,4.8
CCOc1ccccc1CN(Cc1ccco1)S(=O)(=O)c1ccc(-n2cnnn2)c(OC)c1,-24.6,-0.1,-6.8,6.6,-5.3,8.6,18.0,11.9,-6.5,2.0
Cc1cccn2c(=O)c3cc(S(=O)(=O)c4ccccc4)c(=N)n(Cc4ccco4)c3nc12,7.4,-6.1,-0.5,-3.6,-1.3,1.3,-225.8,7.0,0.4,4.3
COc1ccc(-n2nnnc2SCC(=O)N2CCCC2)cc1OC,7.0,-0.3,5.0,8.9,3.9,-7.0,-10.2,-1.6,-0.8,-3.4
FC(F)(F)c1cc(CCN2CCNC[C@@H]2Cc2ccccc2)cc(C(F)(F)F)c1,15.6,-0.2,1.6,-1.2,-6.5,-1.0,3.6,-2.3,-10.1,-0.7
COc1cc(C(=O)N2CCCc3ccccc32)c([N+](=O)[O-])cc1OC,2.2,-0.3,1.8,2.6,2.0,7.4,-6.0,8.8,-2.7,-5.2
CCOc1ccccc1CN1CCN(S(=O)(=O)CC)CC1,3.9,-0.3,2.2,-10.2,0.7,-3.8,0.4,2.4,0.3,-3.5
CC(=O)Nc1ccc(-c2cn3ccsc3n2)cc1,5.3,-0.2,-0.6,-4.4,1.8,13.0,5.2,-7.7,-1.4,2.2
O=C(OCC(=O)N1CCN(C(=O)c2ccco2)CC1)c1ccccc1C(=O)c1ccc(Cl)cc1,-9.2,0.5,3.9,0.9,2.3,3.5,1.7,-2.6,3.4,-6.4
CCOC(=O)c1c(S(=O)(=O)Nc2ccccn2)c(C)n(C)c1C,0.4,-0.1,2.3,-0.2,0.5,-8.7,-1.5,-3.6,3.8,-1.0
O=C(O)CNC(=O)c1ccc(Oc2c(F)c(F)c(Oc3ccc(C(=O)NCC(=O)O)cc3)c(F)c2F)cc1,-8.5,0.1,0.2,-2.6,1.8,-6.7,9.0,18.6,-5.2,26.1
CCC(C)C1(C2CCCC2)NC(=O)NC1=O (stereo not drawn),3.2,-0.4,0.2,-3.1,-0.2,-3.6,4.2,-12.9,0.5,1.3
CN(CC(=O)Nc1ccc2c(c1)OCO2)S(=O)(=O)c1ccc(F)cc1,5.8,0.8,2.1,0.6,0.2,-3.8,-0.3,6.2,4.2,2.1
NS(=O)(=O)c1ccc(CNc2ccc3ccccc3n2)cc1,-2.1,-0.5,2.1,-2.0,1.2,-8.9,-44.8,-4.6,-1.8,-3.0
CNc1nc(CCN2C(=O)c3ccccc3C2=O)cs1,-0.8,0.1,2.5,2.0,2.0,10.8,2.0,-5.9,4.9,-1.0
Cc1c(CCC(C)C)c(-n2ccnc2C)n2c(nc3ccccc32)c1C#N,0.9,0.2,4.0,-1.9,-2.0,-3.5,-6.6,14.2,0.3,-5.2
CCOC(=O)c1cc([N+](=O)[O-])c([N+](=O)[O-])cc1NC(C)=O,6.0,0.1,1.6,5.2,-8.4,2.4,0.5,4.5,-3.0,0.1
Cc1ccc(S(=O)(=O)N2C[C@]3(O)C[C@@H]4C(=O)N(c5ccccc5)C(=O)[C@@H]4C[C@]3(OC(=O)NCc3ccccc3)C2)cc1,-6.1,-0.1,1.0,3.7,1.0,4.2,-12.8,-8.4,-0.8,5.3
COc1ccc(-n2nc(C(=O)NCC(=O)NCCCN3CC(C)CC(C)C3)c3ccccc3c2=O)cc1Cl (stereo not drawn),-22.6,-5.8,-0.5,-4.9,-4.7,3.9,1.5,-0.1,-6.7,8.4
O=C(c1ccccc1)c1ccc(-c2ccccc2C(=O)NC2CCCCN(Cc3ccc(Cl)cc3)C2=O)cc1 (stereo not drawn),-1.9,0.0,x,-4.1,-11.7,x,0.8,x,-6.8,12.5
CCOc1cc2[nH]c(=S)n(Cc3ccc(C(=O)NCCN(CC)CC)cc3)c(=O)c2cc1OCC,1.7,0.3,0.3,-13.1,-3.0,-4.8,-5.3,-2.9,-1.0,-0.9
COc1ccc(NC(=O)CC2C(=O)N(c3ccc(OC)cc3)C(=O)N2Cc2ccc(OC)c(OC)c2)cc1 (stereo not drawn),8.2,0.3,-2.3,-6.9,-2.8,-1.4,-8.9,0.7,5.0,-0.5
CC(C)C(OC(=O)c1nsc(Cl)c1Cl)C(=O)NCC1CCCO1 (stereo not drawn),0.9,0.1,-0.3,3.0,0.9,3.6,-8.4,-2.2,-3.4,-2.3
COc1cccc2cc(C(N)=O)/c(=N\NC(=O)c3ccccc3)oc12,3.3,-1.4,-2.4,-0.8,1.7,-5.0,-5.9,6.0,-1.0,3.3
Cc1ccc(Nc2nc(-c3sc(C)nc3C)cs2)cc1,5.4,0.0,-1.4,-2.8,-23.4,11.7,5.2,5.6,-17.1,6.3
COc1ccc(NC(=O)CNC(=O)Cn2ccc3ccccc3c2=O)c(OC)c1,5.6,1.2,1.2,2.2,-1.6,12.9,-4.3,8.8,1.7,-0.1
Cc1cc(Cl)ccc1OCC(=O)NCCOc1nc(N2CCOCC2)nc(N2CCOCC2)n1,6.0,0.4,-0.4,-4.2,-19.8,8.7,4.3,-8.3,-15.2,-6.8
COc1ccccc1Nc1nc(NCc2ccco2)nc(N)c1[N+](=O)[O-],-15.7,1.1,3.1,-1.6,6.1,-12.2,-8.6,-4.7,-6.7,21.9
C=CCN(c1ccccc1C(=O)NCC(=O)OCC)S(=O)(=O)c1ccc(C)cc1,-5.7,-0.9,0.6,-3.0,-2.9,-5.8,3.0,-1.8,1.9,-4.2
COc1ccc(Cl)cc1NC(=O)CCN1C(=O)C2C3CCC(C3)C2C1=O (stereo not drawn),-0.8,0.4,-0.5,9.9,-6.4,2.6,-4.2,-14.0,1.7,-2.4
Cc1ccc(-n2nnnc2SCC(=O)Nc2ccc3c(c2)OCCO3)cc1C,-2.5,-0.1,0.5,-1.1,2.5,13.8,7.9,-1.7,1.7,2.5
COCCCN1C(=O)C(CC(=O)NC2CCCC2)CC(C(=O)N2CCOCC2)=C1C (stereo not drawn),12.1,-0.8,0.1,1.7,2.4,1.3,-10.6,4.9,6.1,1.0
COC(=O)Cc1nnn2c1[C@H](C)[C@@H](OC)c1ccc(C(F)(F)F)cc1-2,16.4,-0.3,x,-1.7,0.8,5.3,-18.9,-5.7,5.3,-1.3
O=C(O)COc1ccc(/C=C/c2ccc3cccc([N+](=O)[O-])c3n2)cc1,7.6,0.1,1.5,-5.8,5.1,9.2,5.0,-4.4,2.7,37.2*
Cc1cc(C(=O)N/N=C/c2ccc(-c3ccc([N+](=O)[O-])cc3C)o2)n[nH]1,0.1,0.3,1.0,1.2,5.4,8.7,1.3,20.0,-1.1,6.1
O=C1CCCC/C1=C\Nc1ccccc1C(=O)O,2.1,1.0,4.3,-7.7,5.1,1.1,-69.8,-6.6,3.1,2.4
COc1ccc(C(C(=O)NC2CCCC2)N(Cc2cccnc2)C(=O)c2snc(C(N)=O)c2N)cc1OC (stereo not drawn),1.0,2.1,0.2,-7.3,-3.2,5.3,-108.2,4.4,0.3,-1.9

# One compound at a time (already shown). Order of values: HGIII-sPLA2 inh	KLK7 zymogen act	GAA850 FXN act	DDE Tn6 FP inh	NPR1 activator	ARFGAP1 inhibitor	ADAM10 inh	ASAP1 GAP inh	NPR2 activator	rCAG binder
# C=CCN(c1ccccc1C(=O)NCC(=O)OCC)S(=O)(=O)c1ccc(C)cc1 across the screens: -5.7	-0.9	0.6	-3.0	-2.9	-5.8	3.0	-1.8	1.9	-4.2
# COCCCN1C(=O)C(CC(=O)NC2CCCC2)CC(C(=O)N2CCOCC2)=C1C (stereo not drawn) across the screens: 12.1	-0.8	0.1	1.7	2.4	1.3	-10.6	4.9	6.1	1.0
# CCOc1ccccc1CN1CCN(S(=O)(=O)CC)CC1 across the screens: 3.9	-0.3	2.2	-10.2	0.7	-3.8	0.4	2.4	0.3	-3.5
# CCC(C)C1(C2CCCC2)NC(=O)NC1=O (stereo not drawn) across the screens: 3.2	-0.4	0.2	-3.1	-0.2	-3.6	4.2	-12.9	0.5	1.3

# Limited to rCAG binder and NPR1 activator, for some of the entries so far:
Compound	rCAG binder	NPR1 activator
COc1ccc(Cl)cc1NC(=O)CCN1C(=O)C2C3CCC(C3)C2C1=O (stereo not drawn)	-2.4	-6.4
Cc1ccc(-n2nnnc2SCC(=O)Nc2ccc3c(c2)OCCO3)cc1C	2.5	2.5
COCCCN1C(=O)C(CC(=O)NC2CCCC2)CC(C(=O)N2CCOCC2)=C1C (stereo not drawn)	1.0	2.4

# Bioassay records: PubChem, several laboratories
